Lamin A splicing – changes lamin A minigene splicing in HeLa cells | HeLa LMNA splicing GFP/RFP minigene ratio, 48 h | Potency, µM (titrated, usually from 46.1 µM), for the others: at the top dose ratio change, negative = inhibition, actives largely listed as inhibitors | 200,000 tested, 0.01% active | AID 1487; active = well fitted inhibition curve with a large enough effect in the signal ratio, with a control signal flat, not every such curve was filed as active; inconclusive = small, poorly fitted or top-dose-only effect, or effect the other way, or a change in a side signal; the % refers to the signal ratio; note: potency is the fitted concentration of half-maximal effect; % is set by controls: 0 for no effect and ±100 for the full control effect
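Read-out is the ratio of GFP to DsRed2 object intensity, acquired by 488 nm laser-scanning cytometry on HeLa lamin A-EGFP minigene reporter cells. Compound incubation 48 hrs at 37 °C in Opti-MEM with 2% FBS; DMSO 0.5% final.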
HttQ103 aggreg – mutant huntingtin aggregation inhibition | AID 1688 | PC12 HttQ103-GFP aggregates, Acumen cytometry, 40 h | 220,000 tested, 1.1% active | Potency, µM (titrated, usually from 46.1 µM), for the others: at the top dose activity change, negative = inhibition, hits mostly inhibitors; note: potency is the fitted concentration of half-maximal effect; % is set by controls: 0 for no effect and ±100 for the full control effect; nearly all actives have a fitted effect of over 60% in size
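Ecdysone-promoter PC12 model expressing HTT exon 1 Q103 fused to GFP, induced by tebufenozide at 100 nM final. Compounds titrated; aggregates sized 1–25 µm scored on a 488 nm laser cytometer.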
GAA inh – blocks human lysosomal alpha-glucosidase | P10253 | purified human GAA, 4-MU-alpha-glucoside fluorescence | Potency, µM (top dose mostly 76.9 µM), without a hit: top-dose activity change, negative = inhibition, hits mostly inhibitors | 200,000 tested, 0.005% active;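 note: potency is the fitted concentration of half-maximal effect; plate controls were uninhibited enzyme wells for no effect and no-enzyme background for full effect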
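Fluorogenic assay: 4 nM human alpha-glucosidase with 400 uM 4-methylumbelliferyl-alpha-D-pyranoside in 50 mM citrate/phosphate, 0.005% Tween-20, pH 5.0, 20 min at room temperature. Compounds tested up to 77 uM; AC50 from Hill fits.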
CBFb RUNX1 block – inhibitors of human CBF-beta and RUNX1 interaction; Q01196+Q13951; AlphaScreen CBFb-His/RUNX1-biotin binding, biochemical; Potency, µM (doses to about 59.8 µM), for the others: at the top dose activity, negative = inhibition, hits mostly inhibitors; 230,000 tested, under 10 active; note: % of control where 0% means no effect
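CBFb-His/RUNX1-biotin, 30 nM each, preincubated 20 min RT; compound 15 min RT; Ni + streptavidin beads 50 ng each, 90 min RT; AlphaScreen read.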
HTT cytoprotect – cytoprotection in Huntington HTT-Q103 PC12 cell model; PC12 HTT-Q103 induced, cytoprotection, ATP luminescence, 40 h; Potency, µM (series often up to 56.4 µM), for the others: cytoprotection (ATP increase), hits mostly activators; 230,000 tested, 0.14% active; AID 1471;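 note: potency is the fitted concentration of half-maximal effect; % of control where 0% means no effect; nearly all actives have a fitted effect of over 45% in size; toxic huntingtin expression switched on by the ecdysone agonist tebufenozide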
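Cells were plated at 1500 per well in phenol red-free DMEM with 5% equine and 5% calf serum. Tebufenozide (100 nM final) and compounds were added, then ATPlite reagent, and luminescence was read.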
GAA spleen mod – inhibits or activates alpha-glucosidase in human spleen homogenate; human spleen homogenate, 4-MU-alpha-glucoside fluorescence; Potency, µM (doses to about 79.9 µM), for the others: top-dose activity change, negative = inhibition, hits mostly inhibitors; 240,000 tested, 0.006% active; AID 2112;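 note: potency is the fitted concentration of half-maximal effect; 0% = enzyme with vehicle and -100% = no enzyme basal signal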
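Human spleen homogenate (1 ug) incubated with compounds and 1 mM 4-methylumbelliferyl-alpha-D-glucopyranoside in pH 5.0 citrate/phosphate buffer, 37 C, 40 min. Stopped at pH 10; 4-MU fluorescence (Ex 365/Em 440 nm); AC50 by Hill fit.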
GAA glycogen mod – inhibitors or activators of human alpha-glucosidase glycogen cleavage; P10253; recombinant GAA, glycogen substrate, Amplex Red glucose oxidase fluorescence; Potency, µM (doses to about 76.4 µM), for the others: top-dose activity change, negative = inhibition, most hits filed as inhibitors; 300,000 tested, 0.38% active; AID 2100;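 note: potency is the fitted concentration of half-maximal effect; 0% = full enzyme reaction and -100% = no-enzyme basal signal; the screen sought inhibitors and activators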
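qHTS, 1536-well; enzyme 4 nM final; cpd up to 77 uM; substrate bovine liver glycogen 30 ug; 50 mM citrate/phosphate pH 5.0, 0.01% Tween-20; 37 C, 40 min; Amplex Red detection 45 min RT; Hill fit → AC50.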
An asterisk follows results filed as active; u = inconclusive; x = not tested or not shown; [ ] = dose if it differs, or a comment. Unless noted, calls come from the whole dose curve; as a rule, active = well fitted curve in the direction sought with a large enough effect; inconclusive = small, poorly fitted or top-dose-only effect, or another doubt; inactive = no such curve, though single readings can be large; an effect the other way counts as inactive or inconclusive.

No.	smiles	Lamin A splicing	HttQ103 aggreg	GAA inh	CBFb RUNX1 block	HTT cytoprotect	GAA spleen mod	GAA glycogen mod
1	COc1cc(NC(=O)COc2ccccc2Cl)ccc1NC(=O)C(C)C	6.6%[46 µM]	-0.3%[9.22 µM]	8.8%	3.3%	-27.3%	6.7%	11.9%
2	CCOC(=O)C1CCCN(c2oc(-c3ccc(OC)cc3)nc2C#N)C1 (centres undefined)	6.5%[46 µM]	-8.4%	10.2%	u	-1.2%[10 µM]	4.3%	0.2%
3	COc1ccc(Nc2ccc(S(=O)(=O)N3CCCCC3)cc2[N+](=O)[O-])cc1Cl	u	12.5%	-0.3%	7.8%	-23.8%[10 µM]	16.7%	4.2%
4	CN(/N=C/c1ccncc1)c1cnn(-c2ccc(F)c(Cl)c2)c(=O)c1Cl	1.6%	-2.1%	3.5%	2.7%	-14.4%	-0.4%	-12.3%
5	Cc1cc(N2CCN(C(c3ccccc3)c3ccccc3)CC2)n2ncnc2n1	u	13.2%	-4.9%	-1.1%	-8.7%	-3.1%	2.0%
6	CCOC(=O)c1c(C)n(C)c2ccc(OC(C)C(=O)OC)cc12 (centres undefined)	5.9%	16.8%	0.2%	0.5%	15.3%	2.6%	0.1%
7	O=C(Nc1ccc2nc(-c3ccco3)c(-c3ccco3)nc2c1)N1CCCCCC1	3.0%	u	-7.5%	x	-19.1%[10 µM]	-4.0%	-22.7%
8	COc1ccc(NC(=S)/N=C(\N)Nc2nc(C)c3ccccc3n2)cc1	x	-0.4%[9.22 µM]	x	-21.6%	13.3%[10 µM]	3.9%	-18.0%

The last two records of the section above come first, to join the parts.
No.	smiles	Lamin A splicing	HttQ103 aggreg	GAA inh	CBFb RUNX1 block	HTT cytoprotect	GAA spleen mod	GAA glycogen mod
7	O=C(Nc1ccc2nc(-c3ccco3)c(-c3ccco3)nc2c1)N1CCCCCC1	3.0%	u	-7.5%	x	-19.1%[10 µM]	-4.0%	-22.7%
8	COc1ccc(NC(=S)/N=C(\N)Nc2nc(C)c3ccccc3n2)cc1	x	-0.4%[9.22 µM]	x	-21.6%	13.3%[10 µM]	3.9%	-18.0%
9	CC1(C)CC2CN(C(=O)Cc3ccccc3)C(C)(C2)C1 (centres undefined)	x	5.9%	12.1%	3.5%	-12.6%	1.2%	-6.5%
10	COC(=O)c1cc(NC(=O)c2ccccc2)c(=O)oc1/C=C/Nc1ccc(Oc2ccccc2)cc1	x	u	-7.0%	-20.7%	-16.2%	x	-3.5%
11	CCOc1ccc(S(=O)(=O)n2nc(C)cc2C)c2ccccc12	8.9%	10.2%	-2.9%	1.6%	10.8%[1.9 µM]	-2.2%	1.6%
12	Cn1nc(CSc2ccccc2)c(C=O)c1Cl	10.5%[9.22 µM]	-4.3%	4.5%	-8.4%	0.6%	-2.6%	11.2%
13	O=C(NCCc1csc(-c2ccccc2)n1)c1c(F)cccc1Cl	10.6%[9.22 µM]	-14.0%	-0.6%	6.9%	-33.5%	-1.2%	-0.9%
14	COc1cc(/C(C)=N/NC(=O)c2ccc(CSc3nncn3C)cc2)cc(OC)c1OC	x	-17.8%	1.5%	0.7%	-53.6%	1.8%	-0.7%
15	CCCCC(CC)C1OCC(CN2CCCC2)O1 (centres undefined)	2.6%	0.2%	-14.7%	-2.9%	-2.7%	-7.9%	5.0%
16	CC(=O)N1CCN(S(=O)(=O)c2cccc(C(=O)OCC(=O)NC(=O)c3cccn3C)c2)CC1	-6.8%	-8.0%	-1.3%	-5.0%	-13.8%[10 µM]	-7.0%	-3.8%
17	Cc1[nH]n(-c2ccccc2)c(=O)c1/C=N\NC(=O)C1COc2ccccc2O1 (centres undefined)	u	u	2.4%	u	-35.1%[10 µM]	1.0%	-9.1%
18	C=C(C)Cn1c(SCC(=O)N/N=C/c2c(O)ccc3ccccc23)nc2ccccc2c1=O	u	u	u	-2.5%	24.1%[10 µM]	-2.3%	-1.7%
19	Clc1cccc(Cl)c1-c1noc(CN2CCOCC2)n1	x	3.8%[9.22 µM]	-5.1%[15.4 µM]	1.9%	7.4%[10 µM]	-5.3%	1.4%
20	C=CCn1c(Cc2csc(N)n2)nnc1SCC(=O)Nc1ccc(C(=O)OCC)cc1	-2.9%	6.9%	-2.9%	-20.1%	-1.7%[10 µM]	2.6%	3.2%
21	CCCCNC(=O)OCCNC(=O)Oc1cccc(C)c1	-5.9%	5.2%	-1.6%	0.3%	-24.3%	2.4%	-2.9%
22	CCOc1ncccc1C(=O)OCC(=O)N(CC(C)C)C1CCS(=O)(=O)C1 (centres undefined)	x	-16.2%	-2.4%	10.9%	-19.7%	0.8%	5.2%
23	Cc1cc(C(=O)COC(=O)C2CC2)c(C)n1-c1ccc(F)cc1	u	17.7%	0.6%	-1.3%	2.0%[10 µM]	-1.5%	-9.9%
24	COc1ccc(NS(=O)(=O)c2ccc(N3CCOCC3)c(NC(=O)c3ccc(OC)cc3)c2)cc1	u	17.6%	-6.7%	-0.6%	3.2%[10 µM]	3.2%	-1.7%
25	O=C(COc1ccc2ccccc2c1)Nc1nnc(-c2ccco2)s1	x	13.9%[9.22 µM]	x	5.2%	17.4%[10 µM]	5.3%	2.4%
26	CCN(CC)CCNC(=O)c1cccc(NC(=O)C(=O)c2ccccc2NC(C)=O)c1	8.7%[46 µM]	-10.3%	1.4%	u	4.5%[10 µM]	-11.3%	0.6%
27	CCOCCCn1c(=NC(=O)c2ccc(OC)c(OC)c2)c(C#N)cc2c(=O)n3cccc(C)c3nc21	-5.4%	2.8%	u	0.8%	-15.8%	-4.3%	-13.0%
28	COc1ccc(CC(NC(C)=O)C(=O)NC2CCN(c3nnnn3-c3ccccc3)CC2)cc1OC (centres undefined)	9.6%[46 µM]	2.0%[9.22 µM]	1.4%	10.1%	12.1%[10 µM]	2.3%	-6.5%
29	COc1cc2cc(Oc3ccc4ccc(=O)oc4c3)c(=O)oc2cc1OC(C)=O	x	5.6%[9.22 µM]	x	8.2%	5.1%[10 µM]	-3.4%	19.5%
30	COc1ccc(-n2c(SCC(=O)Nc3cc(C)on3)nc3c(c2=O)SCC3)cc1	-11.9%	-2.0%	-12.5%	-1.7%	-11.7%	0.1%	3.4%
31	Cc1ccc(N2C(=O)CS/C2=N\C(=S)Nc2ccccc2)cc1	x	0.4%[9.22 µM]	x	29.7%	4.5%[10 µM]	-3.4%	15.4%
32	Cc1cc(C)nc(S/C=C/C(=O)c2ccccc2)n1	x	-35.4%[9.22 µM]	x	7.0%	-58.5%[inhibitor][10 µM]	-3.4%	3.9%

Whole records, quoted from the list. Order of screens: Lamin A splicing	HttQ103 aggreg	GAA inh	CBFb RUNX1 block	HTT cytoprotect	GAA spleen mod	GAA glycogen mod
Shown for Cc1cc(C)nc(S/C=C/C(=O)c2ccccc2)n1 → x	-35.4%[9.22 µM]	x	7.0%	-58.5%[inhibitor][10 µM]	-3.4%	3.9%
Shown for COc1cc2cc(Oc3ccc4ccc(=O)oc4c3)c(=O)oc2cc1OC(C)=O → x	5.6%[9.22 µM]	x	8.2%	5.1%[10 µM]	-3.4%	19.5%
Shown for Cc1ccc(N2C(=O)CS/C2=N\C(=S)Nc2ccccc2)cc1 → x	0.4%[9.22 µM]	x	29.7%	4.5%[10 µM]	-3.4%	15.4%
Shown for COc1ccc(-n2c(SCC(=O)Nc3cc(C)on3)nc3c(c2=O)SCC3)cc1 → -11.9%	-2.0%	-12.5%	-1.7%	-11.7%	0.1%	3.4%
Shown for CCOCCCn1c(=NC(=O)c2ccc(OC)c(OC)c2)c(C#N)cc2c(=O)n3cccc(C)c3nc21 → -5.4%	2.8%	u	0.8%	-15.8%	-4.3%	-13.0%

New compounds follow.
No.	smiles	Lamin A splicing	HttQ103 aggreg	GAA inh	CBFb RUNX1 block	HTT cytoprotect	GAA spleen mod	GAA glycogen mod
33	CCOC(=O)c1cc(C(=O)OCC)c(=O)[nH]c1C	u	-8.4%	2.4%	-15.3%	x	-4.3%	-6.4%
34	C=CCn1c(SCc2nc3sc(C(=O)O)c(C)c3c(=O)[nH]2)nnc1-c1ccc(F)cc1	12.9%[46 µM]	6.5%	5.2%	-5.0%	14.5%[10 µM]	1.0%	10.2%
35	Cc1cccc2c1NC1(CCCC1)CC2C (centres undefined)	x	-2.9%[9.22 µM]	x	-7.3%	3.6%[10 µM]	-5.8%	8.9%
36	CC1=C(C#N)C(NC(=O)c2ccc(C)cc2)(C(F)(F)F)C(=O)N1 (centres undefined)	1.9%	-1.1%	-11.2%	6.2%	-4.9%	-4.5%	-2.3%
37	CCCC(=O)c1ccc(N2CCN(S(=O)(=O)c3ccccc3)CC2)c(F)c1	u	-15.1%	-6.7%	9.5%	-3.6%	3.5%	-2.3%
38	COc1ccc(C2CC(c3ccc(Br)cc3)=NN2C(=S)Nc2ccccc2)cc1 (centres undefined)	-10.0%[46 µM]	2.4%	-5.5%	-5.9%	x	-4.6%	u
39	COc1cc(O)c(C(=O)/C=C/c2ccc(OC)c(O)c2)c(OC)c1	x	x	x	3.5%	-96.6%[inhibitor]	3.9%	x
40	CCNC(=O)NC(=O)C(C)OC(=O)c1ccc(SC)cc1OC (centres undefined)	x	7.8%	1.7%	-2.4%	-13.7%	-3.4%	3.4%
41	COc1ccc(Oc2nc(-c3ccccn3)nc3ccccc23)cc1	x	22.7%[9.22 µM]	-5.4%[15.4 µM]	u	6.2%[10 µM]	-4.9%	u
42	Cc1ccc2[nH]c(=O)c(CN(Cc3ccco3)S(=O)(=O)c3c(C)ccc4nsnc34)cc2c1	u	-12.8%	-13.1%	-15.5%	-33.0%[inhibitor][10 µM]	-5.8%	-4.3%
43	Nc1c(S(=O)(=O)c2ccccc2)csc1C(=O)O	x	-26.9%	-8.2%	1.5%	-33.2%[inhibitor]	8.4%	3.9%
44	O=C(CSc1nnc(CNC(=O)c2cccs2)o1)NC1CCCC1	-2.5%	-3.6%	4.0%	-0.3%	-2.3%[10 µM]	-4.7%	5.4%
45	CC(=O)c1ccc(NC(=O)/C(=C\c2ccccc2)NC(=O)c2ccco2)cc1	x	18.5%	2.6%	3.2%	-10.6%	2.9%	7.4%
46	Cc1c(Br)c([N+](=O)[O-])nn1C(C)C(=O)NCc1cccnc1 (centres undefined)	3.2%	17.5%	-1.4%	1.9%	8.4%	3.0%	7.3%
